Bioassay records: PubChem, several laboratories
NCOA3 inh = human NCOA3 inhibition; Q9Y6Q9; HEK293 GAL4-SRC3 luciferase reporter, luminescence; inhibition, % at 3.6 µM; actives 0.17% (n = 360,000); AID 588352;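 active means inhibition above a per-campaign cutoff, the mean of all compounds plus 3 SD, cut at about 60% in these data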;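 further: 0% = DMSO-treated cells and 100% = gossypol-treated cells at 36 µM; higher means less SRC3-driven luciferase light from the GAL4 reporter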
Granule exo inh = blocks lytic granule exocytosis; inhibition, % at 10 µM; actives 0.66% (n = 360,000); TALL-104 LAMP-1 surface exposure, flow cytometry; cells stimulated with thapsigargin and PMA;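 active means inhibition above about 55%, limit read from the data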
NOD2-RIPK2 inh = blocks binding of human NOD2 to RIPK2; AID 624267; actives 0.38% (n = 360,000); inhibition, % at 4.98 µM; O43353; CHO BLA complementation NOD2-RIPK2, CCF4 ratio; in the data active means inhibition above about 21%;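 further: 0% = vehicle only and 100% = reference blocker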
Target sequence (O43353 whole entry, looked up): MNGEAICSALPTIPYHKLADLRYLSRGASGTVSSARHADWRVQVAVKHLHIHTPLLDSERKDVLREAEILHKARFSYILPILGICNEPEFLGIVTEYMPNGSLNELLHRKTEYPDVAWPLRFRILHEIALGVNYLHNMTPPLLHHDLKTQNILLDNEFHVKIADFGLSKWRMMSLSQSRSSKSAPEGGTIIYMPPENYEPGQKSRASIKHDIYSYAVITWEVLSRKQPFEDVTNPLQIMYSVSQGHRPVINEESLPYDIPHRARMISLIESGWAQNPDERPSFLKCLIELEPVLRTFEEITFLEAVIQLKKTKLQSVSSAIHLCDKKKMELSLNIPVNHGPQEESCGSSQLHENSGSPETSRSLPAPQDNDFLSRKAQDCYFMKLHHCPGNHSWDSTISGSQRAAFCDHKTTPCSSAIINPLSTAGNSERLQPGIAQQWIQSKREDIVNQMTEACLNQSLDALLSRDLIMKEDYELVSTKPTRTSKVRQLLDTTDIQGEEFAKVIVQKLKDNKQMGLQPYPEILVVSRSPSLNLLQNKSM
SRC2 inh = human SRC2 (NCOA2) inhibition; HEK293 GAL4-SRC2 luciferase reporter, luminescence; inhibition, % at 9 µM; actives 0.17% (n = 370,000);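 active means inhibition above the mean inhibition of all tested compounds plus 3 SD, set per campaign, cut at about 52% in these data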;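 further: 0% = DMSO treated cells and 100% = cells given Gossypol at 36 µM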
COUP-TFII inh = blocks human COUP-TFII nuclear receptor | P24468 | HEK293T NGFI-A luciferase reporter, luminescence | inhibition, % at 8.6 µM | actives 0.7% (n = 370,000);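 active means inhibition above a per-plate cutoff, mean inhibition of test wells between control levels plus 3 SD, cut at about 38% in these data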;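 further: cells cotransfected with COUP-TFII expression vector driving the NGFI-A reporter; 0% = median of COUP-TF2 test wells and 100% = reporter-only cells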
TROY signal inh = inhibitors of TROY-dependent NF-kB signaling. actives 0.98% (n = 360,000). inhibition, % at 10 µM. Q293 LMP1-TROYcd NF-kB luciferase reporter, 4 h;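 active means compounds whose plate-normalised and pattern-corrected inhibition of the luciferase reporter signal at the single screening dose is 50% or more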
ABHD5 PLIN5 PPI = ABHD5-PLIN5 protein interaction inhibition; Q00G26+Q8WTS1; Split G. princeps luciferase complementation, luminescence, 4 h; inhibition, % at 4 µM; actives 0.78% (n = 360,000);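 active means inhibition above the mean inhibition across every tested compound plus 3 SD, cut at about 22% in these data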;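 further: 0% = DMSO only wells and the 100% control is not disclosed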
TWEAK Fn14 block = inhibitors of TWEAK-Fn14 interaction signaling; inhibition, % at 10 µM; TWEAK-stimulated Fn14 reporter cells, luciferase luminescence, 8 h; AID 1159606; actives 2% (n = 360,000); in the data active means inhibition above about 50%
SRC1 inh = inhibitors of human steroid receptor coactivator 1 (SRC1). Q15788. actives 0.12% (n = 360,000). HEK293 GAL4-SRC1 luciferase reporter, luminescence. inhibition, % at 3.6 µM;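 active means inhibition above the campaign mean plus 3 SD, with each screening campaign given its own cutoff, cut at about 60% in these data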;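 further: 0% = DMSO treated cells and 100% = gossypol at 36 µM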
TLR9-MyD88 inh = inhibitors of human TLR9-MyD88 binding. Q9NR96+Q99836. CHO BLA complementation TLR9-MyD88, CCF4 FRET ratio. inhibition, % at 4.98 µM. actives 0.21% (n = 340,000). AID 504734;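 active means inhibition above the mean over all tested compounds plus 3 SD, cut at about 21% in these data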;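 further: 0% = DMSO only wells and 100% = clavulanate BLA inhibitor control wells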
NR5A2 inv ag = inverse agonists of human LRH-1 (NR5A2) | inhibition, % at 3.6 µM | O00482 | actives 0.13% (n = 360,000) | HEK293T StAR-luciferase reporter, LRH-1 transfected, 24 h;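 active means inhibition above the mean inhibition of all tested compounds plus 3 SD, cut at about 73% in these data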;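 further: 0% = DMSO wells and 100% = reporter-only cells lacking LRH-1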
Target sequence (O00482 whole entry, looked up): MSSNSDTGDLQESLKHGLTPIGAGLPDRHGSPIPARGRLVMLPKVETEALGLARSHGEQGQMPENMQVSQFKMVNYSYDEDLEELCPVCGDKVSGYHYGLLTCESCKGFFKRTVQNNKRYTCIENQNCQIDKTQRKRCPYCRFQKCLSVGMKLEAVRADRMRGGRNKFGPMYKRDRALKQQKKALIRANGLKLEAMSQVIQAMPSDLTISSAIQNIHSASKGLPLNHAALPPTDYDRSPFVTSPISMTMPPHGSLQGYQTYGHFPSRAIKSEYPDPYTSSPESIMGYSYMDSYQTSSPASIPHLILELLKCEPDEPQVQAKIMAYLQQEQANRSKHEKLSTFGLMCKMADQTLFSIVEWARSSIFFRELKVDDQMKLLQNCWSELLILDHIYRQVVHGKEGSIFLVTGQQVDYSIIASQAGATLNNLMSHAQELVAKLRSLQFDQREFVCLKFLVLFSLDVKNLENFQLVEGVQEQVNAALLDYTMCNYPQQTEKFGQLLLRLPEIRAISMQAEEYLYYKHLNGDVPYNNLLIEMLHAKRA
Numbers without * were called inactive. The list is partial (hit frequency here may not be typical).

Screening O=C(Cn1ccc2ccccc2c1=O)NCCC(=O)N1CCCCC1 returned NCOA3 inh -1, Granule exo inh -4, NOD2-RIPK2 inh 4, SRC2 inh 15, COUP-TFII inh 0, TROY signal inh 26, ABHD5 PLIN5 PPI 3, TWEAK Fn14 block 5, SRC1 inh -4, TLR9-MyD88 inh 8 and NR5A2 inv ag -2.
N#Cc1nc(-c2ccco2)oc1NCCN1CCOCC1 was read as NCOA3 inh -29, Granule exo inh -2, NOD2-RIPK2 inh -5, SRC2 inh -1, COUP-TFII inh 5, TROY signal inh 11, ABHD5 PLIN5 PPI 1, TWEAK Fn14 block -14, SRC1 inh 10, TLR9-MyD88 inh 0 and NR5A2 inv ag -10.
Screening O=C(CCCOc1ccccc1)Nc1cccc([N+](=O)[O-])c1 returned NCOA3 inh 2, Granule exo inh -7, NOD2-RIPK2 inh 6, SRC2 inh -6, COUP-TFII inh 4, TROY signal inh 2, ABHD5 PLIN5 PPI 1, TWEAK Fn14 block -16, SRC1 inh 1, TLR9-MyD88 inh 6 and NR5A2 inv ag 4.
Screening Cc1ccc(S(=O)(=O)N(CC(=O)NCc2ccccn2)c2ccc(Cl)cc2)cc1 returned NCOA3 inh 12, Granule exo inh -4, NOD2-RIPK2 inh 4, SRC2 inh -6, COUP-TFII inh -24, TROY signal inh 7, ABHD5 PLIN5 PPI -3, TWEAK Fn14 block 10, SRC1 inh 7, TLR9-MyD88 inh -7 and NR5A2 inv ag 11.
Screening CN(C)c1nc(OCCNC(=O)COc2ccccc2Cl)nc(N(C)C)n1 returned NCOA3 inh -3, Granule exo inh 0, NOD2-RIPK2 inh -4, SRC2 inh 11, COUP-TFII inh 15, TROY signal inh -5, ABHD5 PLIN5 PPI 0, TWEAK Fn14 block 16, SRC1 inh 5, TLR9-MyD88 inh -4 and NR5A2 inv ag 14.
Screening Cn1cc(CN2CCc3c([nH]c4ccccc34)C2C2CCCCC2)cn1 (stereo not given) returned NCOA3 inh 11, Granule exo inh -1, NOD2-RIPK2 inh -12, SRC2 inh 5, COUP-TFII inh 16, TROY signal inh 8, ABHD5 PLIN5 PPI 0, TWEAK Fn14 block -13, SRC1 inh 4, TLR9-MyD88 inh 0 and NR5A2 inv ag 13.
`COc1ccccc1NC(=S)NC(=O)Cc1ccc(Cl)cc1` gave NCOA3 inh -28, Granule exo inh -10, NOD2-RIPK2 inh 2, SRC2 inh -19, COUP-TFII inh 27, TROY signal inh 1, ABHD5 PLIN5 PPI 0, TWEAK Fn14 block 1, SRC1 inh -6, TLR9-MyD88 inh -12 and NR5A2 inv ag 5.
`CCCCC1=CC2=CC(=O)C(C)(OC(=O)CC)C(=O)C2=CN1CCc1ccc(Br)cc1` (stereo not given) gave NCOA3 inh -24, Granule exo inh -4, NOD2-RIPK2 inh -7, SRC2 inh -15, COUP-TFII inh -2, TROY signal inh -30, ABHD5 PLIN5 PPI -25, TWEAK Fn14 block -22, SRC1 inh -17, TLR9-MyD88 inh 10 and NR5A2 inv ag -25.
For CCCn1c(=NC(=O)c2ccncc2)c(C#N)cc2c(=O)n3cccc(C)c3nc21 the results were NCOA3 inh -4, Granule exo inh 1, NOD2-RIPK2 inh -13, TROY signal inh 4, ABHD5 PLIN5 PPI -6, TWEAK Fn14 block -14, SRC1 inh 10, TLR9-MyD88 inh -28 and NR5A2 inv ag 12.
Cc1c(Cl)c([N+](=O)[O-])nn1CCCC(=O)Nc1cccc(Cl)c1 was read as NCOA3 inh 19, Granule exo inh -4, NOD2-RIPK2 inh 5, SRC2 inh -27, COUP-TFII inh -8, TROY signal inh 6, ABHD5 PLIN5 PPI -2, TWEAK Fn14 block -2, SRC1 inh 14, TLR9-MyD88 inh 2 and NR5A2 inv ag 16.
COc1ccc(C(=O)NCC(c2ccccc2)N2CCCC2)cc1S(=O)(=O)N1CCOCC1 (stereo not given) was read as NCOA3 inh -10, Granule exo inh -1, NOD2-RIPK2 inh -3, SRC2 inh -19, COUP-TFII inh -12, TROY signal inh 16, ABHD5 PLIN5 PPI 4, TWEAK Fn14 block 24, SRC1 inh -13, TLR9-MyD88 inh -1 and NR5A2 inv ag 3.
For CC1CCc2nc3ccccc3c(C(=O)OCC(=O)N(C)C3CCS(=O)(=O)C3)c2C1 (stereo not given) the results were NCOA3 inh 7, Granule exo inh 5, NOD2-RIPK2 inh -4, SRC2 inh 2, COUP-TFII inh -5, TROY signal inh 3, ABHD5 PLIN5 PPI -2, TWEAK Fn14 block -8, SRC1 inh -12, TLR9-MyD88 inh 12 and NR5A2 inv ag -2.
Cc1ccc(-c2noc(C3CCCN(C(=O)c4ccccc4Br)C3)n2)o1 (stereo not given) was read as NCOA3 inh -87, Granule exo inh -5, NOD2-RIPK2 inh -14, SRC2 inh -48, COUP-TFII inh -14, TROY signal inh -19, ABHD5 PLIN5 PPI 2, TWEAK Fn14 block 10, SRC1 inh -19, TLR9-MyD88 inh -9 and NR5A2 inv ag -22.
For O=c1[nH]c(C2CCN(S(=O)(=O)c3ccc(S(=O)(=O)NC4CC4)cc3)CC2)nc2c1nnn2Cc1ccccc1 the results were NCOA3 inh -9, Granule exo inh 4, NOD2-RIPK2 inh -9, SRC2 inh -4, COUP-TFII inh 15, TROY signal inh -6, ABHD5 PLIN5 PPI 3, TWEAK Fn14 block 1, SRC1 inh -8, TLR9-MyD88 inh -10 and NR5A2 inv ag 22.
Screening CCOc1cc(C)c(Cl)cc1S(=O)(=O)n1cnc2ccccc21 returned NCOA3 inh 1, Granule exo inh 0, NOD2-RIPK2 inh 5, SRC2 inh 28, COUP-TFII inh -6, TROY signal inh -11, ABHD5 PLIN5 PPI 3, TWEAK Fn14 block -14, SRC1 inh -23, TLR9-MyD88 inh 8 and NR5A2 inv ag -2.
CCOC(=O)c1cc(-c2ccc([N+](=O)[O-])cc2)nc2c1c(=O)[nH]c(=O)n2Cc1ccccc1 was read as NCOA3 inh -4, Granule exo inh -1, NOD2-RIPK2 inh -5, SRC2 inh -17, COUP-TFII inh 14, TROY signal inh 20, ABHD5 PLIN5 PPI 1, TWEAK Fn14 block 33, SRC1 inh -8, TLR9-MyD88 inh -10 and NR5A2 inv ag -9.
`O=C(CSc1nc2cc(Cl)ccc2s1)Nc1cccc(S(=O)(=O)N2CCOCC2)c1` gave NCOA3 inh -4, Granule exo inh -3, NOD2-RIPK2 inh 2, SRC2 inh 13, COUP-TFII inh 1, TROY signal inh 16, ABHD5 PLIN5 PPI -9, TWEAK Fn14 block 44, SRC1 inh -8, TLR9-MyD88 inh -1 and NR5A2 inv ag 1.
`Cc1c(Cl)cccc1NC(=O)CCN1CCN(C)CC1` gave NCOA3 inh 0, Granule exo inh -4, NOD2-RIPK2 inh 6, SRC2 inh 28, COUP-TFII inh 25, TROY signal inh -8, ABHD5 PLIN5 PPI -2, TWEAK Fn14 block 7, SRC1 inh 5, TLR9-MyD88 inh -2 and NR5A2 inv ag -12.
CN1C(=O)c2ccccc2N(C)C1c1ccc(F)cc1 (stereo not given) was read as NCOA3 inh 8, Granule exo inh -8, NOD2-RIPK2 inh -7, SRC2 inh 15, COUP-TFII inh 17, TROY signal inh 0, ABHD5 PLIN5 PPI 1, TWEAK Fn14 block -1, SRC1 inh -8, TLR9-MyD88 inh -8 and NR5A2 inv ag -11.
For CC(C)NC(=O)COC(=O)c1ccc(O)cc1 the results were NCOA3 inh -15, Granule exo inh 3, NOD2-RIPK2 inh -8, SRC2 inh -3, COUP-TFII inh -2, TROY signal inh -13, ABHD5 PLIN5 PPI 3, TWEAK Fn14 block -8, SRC1 inh 10, TLR9-MyD88 inh 2 and NR5A2 inv ag -24.
For CCN1CCCC1CNC(=O)c1ccc(CS(=O)(=O)c2ccccc2C)o1 (stereo not given) the results were NCOA3 inh 9, Granule exo inh 4, NOD2-RIPK2 inh -21, SRC2 inh -21, COUP-TFII inh 2, TROY signal inh 11, ABHD5 PLIN5 PPI -1, TWEAK Fn14 block -5, SRC1 inh 11, TLR9-MyD88 inh -1 and NR5A2 inv ag 9.
Screening COc1ccc(S(=O)(=O)NC(=O)C2(C)CCN2C(=O)COc2ccc(Cl)cc2)cc1 (stereo not given) returned NCOA3 inh -17, Granule exo inh -2, NOD2-RIPK2 inh -12, SRC2 inh 0, COUP-TFII inh -2, TROY signal inh 7, ABHD5 PLIN5 PPI -1, TWEAK Fn14 block 11, SRC1 inh 0 and NR5A2 inv ag -5.
`COc1ccccc1Oc1coc2c(CN3CCOCC3)c(O)ccc2c1=O` gave NCOA3 inh 13, Granule exo inh -3, NOD2-RIPK2 inh -10, SRC2 inh -23, COUP-TFII inh 17, TROY signal inh 2, ABHD5 PLIN5 PPI -2, TWEAK Fn14 block 7, SRC1 inh 1, TLR9-MyD88 inh 5 and NR5A2 inv ag 10.
For O=c1[nH]c(=S)n(-c2cccc(Cl)c2)c(O)c1/C=N/N1CCOCC1 the results were NCOA3 inh 6, Granule exo inh -4, NOD2-RIPK2 inh -9, SRC2 inh -21, COUP-TFII inh 7, TROY signal inh -3, ABHD5 PLIN5 PPI -9, TWEAK Fn14 block 12, SRC1 inh 16, TLR9-MyD88 inh -2 and NR5A2 inv ag 3.
For CCOC(=O)C1CCCN(S(=O)(=O)c2ccc(NC(C)=O)cc2)C1 (stereo not given) the results were NCOA3 inh 16, Granule exo inh 2, NOD2-RIPK2 inh -9, SRC2 inh 13, COUP-TFII inh 15, TROY signal inh 8, ABHD5 PLIN5 PPI -10, TWEAK Fn14 block 4, SRC1 inh 5, TLR9-MyD88 inh 10 and NR5A2 inv ag 3.
For Cc1ccc(-n2cnc3c(=O)[nH]cnc32)cc1[N+](=O)[O-] the results were NCOA3 inh -9, Granule exo inh 2, NOD2-RIPK2 inh -11, SRC2 inh 5, COUP-TFII inh -11, TROY signal inh 6, ABHD5 PLIN5 PPI -4, TWEAK Fn14 block -4, SRC1 inh -3, TLR9-MyD88 inh 8 and NR5A2 inv ag 2.
For CCOc1ccc(NC(=O)CN2CCN(CC(=O)Nc3ccc(N(C)C)cc3)CC2)cc1 the results were NCOA3 inh -15, Granule exo inh -11, NOD2-RIPK2 inh -3, SRC2 inh -1, COUP-TFII inh -5, TROY signal inh -41, ABHD5 PLIN5 PPI -2, TWEAK Fn14 block 11, SRC1 inh 0, TLR9-MyD88 inh -10 and NR5A2 inv ag 9.
`Cc1ccc(C)c(C(=O)c2c(C)nc3sccn23)c1` gave NCOA3 inh -8, Granule exo inh -2, NOD2-RIPK2 inh -19, SRC2 inh 0, COUP-TFII inh 3, TROY signal inh -8, ABHD5 PLIN5 PPI -2, TWEAK Fn14 block -18, SRC1 inh -13, TLR9-MyD88 inh 7 and NR5A2 inv ag -13.
